IMPase cell inh: qHTS Assay for Identifying the Cell-Membrane Permeable IMPase Inhibitors; Inositol monophosphatase 1 (Rattus norvegicus), P97697; AID 901, 2007; inhibition (IP1 accumulation), % at 46.1 µM; 120,000 tested, under 10 active; CHO-M1 cells, IP1 accumulation, HTRF TR-FRET ratio; active = well fitted curve in the direction sought with a large enough effect in the signal ratio, not every such curve was filed as active; inconclusive = small, poorly fitted or top-dose-only effect, or a change in a side signal; inactive = no such curve, though single readings can be large or run the other way; the % refers to the signal ratio;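 also: cells stimulated with carbachol in lithium chloride buffer; plate controls were DMSO basal wells for no effect and reference inhibitor wells for full effect; higher means more IMPase inhibition seen as more IP1 and lower FRET ratio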
Target sequence (P97697 whole entry, looked up): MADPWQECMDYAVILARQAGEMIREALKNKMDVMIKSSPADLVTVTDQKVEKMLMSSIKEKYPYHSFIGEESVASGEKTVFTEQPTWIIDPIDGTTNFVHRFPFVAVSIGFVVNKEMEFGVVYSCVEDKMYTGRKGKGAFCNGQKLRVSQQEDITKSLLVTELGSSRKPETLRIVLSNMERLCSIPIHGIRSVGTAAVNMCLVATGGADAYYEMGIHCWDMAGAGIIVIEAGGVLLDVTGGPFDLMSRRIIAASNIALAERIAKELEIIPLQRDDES
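Cellular IMPase inhibition is scored as a rise in cytosolic IP1, detected by competitive TR-FRET between d2-labelled IP1 and a europium anti-IP1 antibody. M1-expressing CHO cells were stimulated with carbachol for 30 min at 37C, with lithium (50 mM LiCl) present in the buffer.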
12-hLO inh: qHTS Assay for Inhibitors of 12-hLO (12-human lipoxygenase); Polyunsaturated fatty acid lipoxygenase ALOX12 (Homo sapiens), P18054; hit rate 0.12% among 150,000; Potency, µM (doses to about 57.1 µM), inactives show at the highest dose activity change, negative = inhibition, hits mostly inhibitors; AID 1452, 2008; purified 12-hLO, xylenol orange hydroperoxide absorbance; also: potency is read from the fitted curve at half-maximal effect; nearly all actives have a fitted effect of over 55% in size; many of its hits are not listed in these tables
Target sequence (P18054 whole entry, looked up): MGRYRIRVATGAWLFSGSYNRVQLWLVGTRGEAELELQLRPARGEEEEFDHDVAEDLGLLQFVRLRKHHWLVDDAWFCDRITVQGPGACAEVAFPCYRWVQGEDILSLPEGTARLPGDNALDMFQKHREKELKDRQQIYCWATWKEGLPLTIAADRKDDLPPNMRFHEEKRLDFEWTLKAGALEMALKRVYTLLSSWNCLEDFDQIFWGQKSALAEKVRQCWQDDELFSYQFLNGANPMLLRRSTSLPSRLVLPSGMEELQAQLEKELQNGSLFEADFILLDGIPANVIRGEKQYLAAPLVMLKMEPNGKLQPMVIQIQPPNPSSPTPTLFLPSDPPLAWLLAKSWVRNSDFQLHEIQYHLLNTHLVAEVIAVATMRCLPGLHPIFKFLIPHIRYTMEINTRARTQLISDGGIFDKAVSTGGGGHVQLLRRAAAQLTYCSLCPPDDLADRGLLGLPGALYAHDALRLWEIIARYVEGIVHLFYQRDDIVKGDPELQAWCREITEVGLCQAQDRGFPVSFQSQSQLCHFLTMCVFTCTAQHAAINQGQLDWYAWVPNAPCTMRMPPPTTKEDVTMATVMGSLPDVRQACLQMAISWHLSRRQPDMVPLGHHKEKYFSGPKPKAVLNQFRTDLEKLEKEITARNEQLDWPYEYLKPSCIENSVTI
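150 nM 12hLO, 25 mM Hepes pH 7.0 + 0.01% Triton X-100; cpd preinc 15 min RT; 40 uM arachidonic acid, 30 min RT; Fe-XO 30 min; A573/A405 ratio as read-out.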
15-hLO-2 inh: qHTS Assay for Inhibitors of 15-hLO-2 (15-human lipoxygenase 2) | purified 15hLO-2, xylenol orange hydroperoxide absorbance | Potency, µM (top dose mostly 57.1 µM), for the others: at the top dose activity change, negative = inhibition, actives largely listed as inhibitors | AID 881, 2007 | Polyunsaturated fatty acid lipoxygenase ALOX15B (Homo sapiens), O15296 | hit rate 0.56% among 110,000; also: potency is read from the fitted curve at half-maximal effect; nearly all actives have a fitted effect of over 60% in size; many of its hits are not listed in these tables
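Read-out: hydroperoxide product oxidises ferrous iron, measured as xylenol orange complex via the 573-to-405 nm absorbance ratio after 30 min. Reaction: 50 nM enzyme, 15 min compound preincubation, 45 uM arachidonic acid, 90 min RT, Hepes pH 7.5 with Triton X-100.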
PNC assembly inh: High Content Assay for Compounds that inhibit the Assembly of the Perinucleolar Compartment | PC3M PTB-GFP, PNC prevalence imaging, 16 h; active compounds read low | activity change (PNC), negative = inhibition, % at 10 µM | hit rate 3.1% among 140,000 | AID 2417, 2010;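 active = readout at or below -70, meaning at least 70% loss of cells showing the perinucleolar compartment, a nuclear body marking cancer cells; inconclusive = readout between -30 and a set limit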;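 also: plate controls were DMSO wells for no effect and camptothecin positive control wells for full effect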
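Read-out is percentage of cells bearing a perinucleolar compartment, from automated 20x imaging of fixed, Hoechst-stained PC3M PTB-GFP cells. Cells were seeded 4 h, then exposed 16 h to compound (23 nl of library stock) in duplicate plates.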
Active calls of the source: *; [ ] = remark or other dose. Unless noted, calls follow the shape of the dose curve; as a rule, active = well fitted curve in the direction sought with a large enough effect; inconclusive = small, poorly fitted or top-dose-only effect, or another doubt; inactive = no such curve, though single readings can be large; an effect the other way counts as inactive or inconclusive. Unless noted, % is scaled to controls: 0 for no effect and ±100 for the full control effect.

CN(C(=O)CSc1nc(N)c2c3c(sc2n1)CSC(C)(C)C3)c1ccccc1 was read as IMPase cell inh -5, 12-hLO inh -3% and PNC assembly inh inconclusive.
Screening O=C(Cn1c(=S)nc2ccccn21)N1CCc2ccccc2C1 returned IMPase cell inh -2, 12-hLO inh 0%, 15-hLO-2 inh -7% and PNC assembly inh inconclusive.
COC(=O)CNc1nc(C2CC2)nc2c1nnn2Cc1ccccc1Cl was read as IMPase cell inh inconclusive, 12-hLO inh -1% and PNC assembly inh -23.
`O=C(Cc1c[nH]c2ccccc12)NCc1ccc(Cl)cc1Cl` gave 12-hLO inh -3% and PNC assembly inh 23.
For O=C(CNC(=O)c1ccco1)OCN1C(=O)c2ccccc2C1=O the results were IMPase cell inh -4, 12-hLO inh 1%, 15-hLO-2 inh -4% and PNC assembly inh 14.
CSc1ccccc1NC(=O)c1ccoc1C was read as IMPase cell inh 2[1.84 µM], 12-hLO inh 3%, 15-hLO-2 inh -2%[11.4 µM] and PNC assembly inh 23.
Screening Cc1ccc(CCNC(=O)C2CCCN(S(=O)(=O)c3c(C)noc3C)C2)cc1 (stereo not drawn) returned IMPase cell inh -13, 12-hLO inh -1%, 15-hLO-2 inh 2% and PNC assembly inh -10.
For CCCc1cc(=O)n2[nH]c(C)cc2n1 the results were IMPase cell inh -1, 12-hLO inh 1%, 15-hLO-2 inh 3% and PNC assembly inh -23.
O=C(c1cc(N2C(=O)C3C4CCC(C4)C3C2=O)ccc1Cl)N1CCN(c2ccc(F)cc2)CC1 (stereo not drawn) was read as IMPase cell inh 6, 12-hLO inh 3% and PNC assembly inh 1.
Screening COc1cccc2cc(C(=O)OC3CCN(C)CC3)c(=O)oc12 returned IMPase cell inh -3, 12-hLO inh 0% and PNC assembly inh -27.
`O=[N+]([O-])c1cc(-c2cnc3ccccc3n2)ccc1Oc1ccc(F)cc1` gave IMPase cell inh 1, 12-hLO inh 1%, 15-hLO-2 inh -3% and PNC assembly inh 27.
O=C(CSc1cn(CCNC(=O)c2cccs2)c2ccccc12)NCC1CCCO1 (stereo not drawn) was read as IMPase cell inh 8, 12-hLO inh 1%, 15-hLO-2 inh -5% and PNC assembly inh 33.
Screening O=C(CCC1COc2ccccc2O1)NC1CCCCC1 (stereo not drawn) returned IMPase cell inh 5, 12-hLO inh 2%, 15-hLO-2 inh 4% and PNC assembly inh inconclusive.
For Cc1nc(S(=O)(=O)c2cccc(Cl)c2)nc2c1CCC2 the results were IMPase cell inh -3, 12-hLO inh 6%, 15-hLO-2 inh -2% and PNC assembly inh 28.
For COc1ccc(C2CC(=O)c3cnc(NC(=O)c4cc(OC)cc(OC)c4)nc3C2)cc1 (stereo not drawn) the results were IMPase cell inh 6, 12-hLO inh -7%, 15-hLO-2 inh -5% and PNC assembly inh -1.

Next part; the last four above are carried over.
O=C(CSc1cn(CCNC(=O)c2cccs2)c2ccccc12)NCC1CCCO1 (stereo not drawn) was read as IMPase cell inh 8, 12-hLO inh 1%, 15-hLO-2 inh -5% and PNC assembly inh 33.
Screening O=C(CCC1COc2ccccc2O1)NC1CCCCC1 (stereo not drawn) returned IMPase cell inh 5, 12-hLO inh 2%, 15-hLO-2 inh 4% and PNC assembly inh inconclusive.
For Cc1nc(S(=O)(=O)c2cccc(Cl)c2)nc2c1CCC2 the results were IMPase cell inh -3, 12-hLO inh 6%, 15-hLO-2 inh -2% and PNC assembly inh 28.
For COc1ccc(C2CC(=O)c3cnc(NC(=O)c4cc(OC)cc(OC)c4)nc3C2)cc1 (stereo not drawn) the results were IMPase cell inh 6, 12-hLO inh -7%, 15-hLO-2 inh -5% and PNC assembly inh -1.
Screening Cc1ccccc1OCCCC(=O)Nc1ccccc1C(F)(F)F returned IMPase cell inh 1, 12-hLO inh 1%, 15-hLO-2 inh -8% and PNC assembly inh 63.
Screening COc1ccc(-c2noc(CN(C(=O)c3c(-c4ccccc4Cl)noc3C)C(C)C)n2)cc1 returned IMPase cell inh 20, 12-hLO inh -2%, 15-hLO-2 inh -5% and PNC assembly inh 35.
`O=C(NN1CCOCC1)c1cc(-c2ccc(Br)cc2)nc2ccccc12` gave 12-hLO inh 0% and PNC assembly inh inconclusive.
For C=C1C2CC[C@@]3(C)C(c4ccoc4)OC(=O)C[C@@]13OC1CC(OC(C)=O)C(C)(C)C(CC(=O)OC)[C@@]12C (stereo partly drawn) the results were 12-hLO inh -11% and 15-hLO-2 inh -20%.
`COc1cc(C(=O)OCCN2CCOCC2)ccc1O` gave IMPase cell inh 9, 12-hLO inh -2%, 15-hLO-2 inh -8% and PNC assembly inh 24.
`CC1CCN(C(=O)CCc2nc3cc(S(=O)(=O)N(C)C)ccc3n2C)CC1` gave IMPase cell inh 3, 12-hLO inh -7%, 15-hLO-2 inh -16% and PNC assembly inh 19.
Screening O=C(NCc1ccncc1)C(=O)Nc1nc(C23CC4CC(CC(C4)C2)C3)cs1 returned 12-hLO inh -4% and PNC assembly inh -14.
Screening Cc1c(NC(=O)CSc2ncn[nH]2)c(=O)n(-c2ccccc2)n1C returned IMPase cell inh -3, 12-hLO inh -2% and PNC assembly inh -1.
Screening Cc1ccccc1NC(=O)c1sc(Cl)nc1C returned 12-hLO inh 2% and PNC assembly inh inconclusive.
Screening COCCNC(=O)CN(C)S(=O)(=O)c1ccc(Br)cc1 returned 12-hLO inh 0% and PNC assembly inh 21.
`CCn1cc(C(=O)NC(=S)Nc2sc3c(c2C(=O)OC)CCCCCC3)cn1` gave IMPase cell inh 4, 12-hLO inh -1% and PNC assembly inh 38.
For Nc1nc(Nc2ccccc2)nc2c1ncn2[C@@H]1O[C@@H](CO)[C@H](O)[C@H]1O the results were IMPase cell inh 0, 12-hLO inh -3% and 15-hLO-2 inh 2%.
For CCOC(=O)N1CCC(NC(=O)C2CCCN(S(=O)(=O)c3cccnc3)C2)CC1 (stereo not drawn) the results were IMPase cell inh -3, 12-hLO inh 0% and PNC assembly inh -11.
For O=C(CN1C(=O)COCC1=O)N1CCOCC1 the results were IMPase cell inh -2, 12-hLO inh 10%, 15-hLO-2 inh -3% and PNC assembly inh -21.
`CCOC(=O)c1ccc(S(=O)(=O)Nc2cc(C(C)(C)C)no2)cc1` gave IMPase cell inh -7, 12-hLO inh 4%, 15-hLO-2 inh -13% and PNC assembly inh 18.
For Cc1ccc(OCC(=O)OCC(=O)Nc2sccc2C(N)=O)cc1C the results were IMPase cell inh 8, 12-hLO inh -1% and PNC assembly inh 9.
`CN1CCN(C(=O)c2cnn3c(C(F)(F)F)cc(-c4ccc5c(c4)OCO5)nc23)CC1` gave IMPase cell inh 8, 12-hLO inh -1%, 15-hLO-2 inh 6% and PNC assembly inh 16.
For Cc1nc(NC(=S)NC(=O)c2cccs2)sc1C(=O)N(C)C the results were IMPase cell inh 2, 12-hLO inh -3%, 15-hLO-2 inh -11% and PNC assembly inh -20.
O=C(c1ccc(C(F)(F)F)cc1)N1CCC(=O)N(C(COCc2ccccc2)Cc2ccccc2)CC1 (stereo not drawn) was read as 12-hLO inh -6% and PNC assembly inh -19.
`Cc1ccc(CNn2cnnc2SCc2ccc(F)cc2)cc1` gave IMPase cell inh 3, 12-hLO inh -8% and PNC assembly inh inconclusive.
Screening Cc1ccc(CCN2CC(C(=O)NCCCN3CCN(C)CC3)CC2=O)cc1 (stereo not drawn) returned IMPase cell inh -1, 12-hLO inh 2%, 15-hLO-2 inh 7% and PNC assembly inh -7.
For Cc1cnc(CNc2nc(-c3cccnc3)nc3ccccc23)cn1 the results were 12-hLO inh 0% and 15-hLO-2 inh 4%.
Cc1nc2nc(CSc3nc4ccccc4s3)cc(=O)n2[nH]1 was read as IMPase cell inh -5, 12-hLO inh -7%, 15-hLO-2 inh -9% and PNC assembly inh -2.
CC(=O)c1cccc(NC(=O)COc2nsnc2N2CCOCC2)c1 was read as IMPase cell inh 3, 12-hLO inh -5%, 15-hLO-2 inh 6% and PNC assembly inh -17.
Screening Nc1c(C(=O)NCCc2ccc(Cl)cc2)sc2ccc(S(=O)(=O)N3CCCCC3)cc12 returned IMPase cell inh -2, 12-hLO inh -5% and PNC assembly inh -26.
O=P(OCC1CC1)(c1ccccc1)c1ccccc1 was read as 12-hLO inh 4% and PNC assembly inh 53.
`CCOC(=O)c1c(NC(=O)CN2CCOCC2)sc2c1CC(C)(C)OC2` gave IMPase cell inh 0, 12-hLO inh -5%, 15-hLO-2 inh 1% and PNC assembly inh inconclusive.
CCCCc1nc2ccccc2n1CC(=O)NN was read as 12-hLO inh 0% and PNC assembly inh 40.
NC(=O)[C@@H]1CCOc2c(F)cc([N+](=O)[O-])cc2C(=O)N[C@@H](CO)C(=O)NCC(=O)N1 was read as 12-hLO inh -2% and PNC assembly inh inconclusive.
Screening COc1cccc2cc(-c3nnc(SCC(=O)NCCc4ccccc4)n3C)oc12 returned IMPase cell inh 0, 12-hLO inh -1%, 15-hLO-2 inh -6% and PNC assembly inh 22.

A draw from above in order of molecular weight, rising:
Screening O=C(CCC1COc2ccccc2O1)NC1CCCCC1 (stereo not drawn) returned IMPase cell inh 5, 12-hLO inh 2%, 15-hLO-2 inh 4% and PNC assembly inh inconclusive.
For Cc1cnc(CNc2nc(-c3cccnc3)nc3ccccc23)cn1 the results were 12-hLO inh 0% and 15-hLO-2 inh 4%.
COC(=O)CNc1nc(C2CC2)nc2c1nnn2Cc1ccccc1Cl was read as IMPase cell inh inconclusive, 12-hLO inh -1% and PNC assembly inh -23.

New compounds follow:
O=C(NCCOC(=O)c1ccccc1C(=O)OCCNC(=O)c1cccnc1)c1cccnc1 was read as IMPase cell inh -1, 12-hLO inh -2%, 15-hLO-2 inh -1% and PNC assembly inh 1.
CNCCCOc1ccc(C(C)(C)c2ccccc2)cc1 was read as IMPase cell inh 3, 12-hLO inh 6%, 15-hLO-2 inh 16% and PNC assembly inh inconclusive.
CC(=O)Oc1ccccc1C1=NN(C(=O)/C=C/c2ccccc2)C(c2ccccc2)C1 (stereo not drawn) was read as IMPase cell inh 7, 12-hLO inh 0% and PNC assembly inh 80.
For COc1ccc(CCNC(=O)CCn2c(=O)[nH]c3cc(OC)c(OC)cc3c2=O)cc1OC the results were IMPase cell inh inconclusive, 12-hLO inh 1% and PNC assembly inh inconclusive.
For COC(=O)C(Cc1c[nH]c2ccccc12)NC(=O)C(C)C (stereo not drawn) the results were IMPase cell inh 4, 12-hLO inh -6%, 15-hLO-2 inh -8% and PNC assembly inh -14.
For COc1ccc(Cl)cc1C(=O)Nn1c(-c2cccs2)nc2ccccc2c1=O the results were 12-hLO inh 3% and PNC assembly inh -15.
For COc1cc([C@H]2c3cc4c(cc3[C@@H](O)[C@@H]3COC(=O)[C@H]23)OCO4)cc(OC)c1OC the results were IMPase cell inh -1[20.6 µM], 12-hLO inh -1%[25.6 µM] and 15-hLO-2 inh -1%[25.6 µM].
O=C1CCC(C(=O)OCC(=O)C23CC4CC(CC(C4)C2)C3)N1 (stereo not drawn) was read as IMPase cell inh -12, 12-hLO inh -2%, 15-hLO-2 inh -1% and PNC assembly inh 12.
For COCc1[nH][nH]c(=O)c1C=Nc1ccc(Oc2ccccc2)cc1 the results were IMPase cell inh 8, 12-hLO inh -6%, 15-hLO-2 inh 5% and PNC assembly inh -2.
NC1C2CN(c3nc4c(cc3F)c(=O)c(C(=O)O)cn4-c3ccc(F)cc3F)CC12 (stereo not drawn) was read as IMPase cell inh -3, 12-hLO inh 1%, 15-hLO-2 inh 4% and PNC assembly inh 6.
`CCOC(=O)c1cccc(NC(=O)CCS(=O)(=O)c2cccs2)c1` gave IMPase cell inh 2, 12-hLO inh -4%, 15-hLO-2 inh 0% and PNC assembly inh 44.
For CC(=O)N1[C@H](C)C=C[C@]1(Cc1ccccc1)C(=O)NCCc1c[nH]c2ccccc12 the results were 12-hLO inh -8% and 15-hLO-2 inh -7%.
